FadD28 binding – M. tuberculosis FadD28 bisubstrate binding inhibition; FadD28 bisubstrate probe binding, fluorescence polarization; inhibition, % at 12.5 µM; 0.22% of 360,000 active; AID 588549; in the data active = inhibition above about 8.5%, passing the limit was not always enough; inconclusive = no clear call, values can overlap the other calls
TcdB GH inh – inhibitors of Clostridioides difficile toxin B glycohydrolase | P18177 | TcdB glycohydrolase enzymatic assay, plate reader | inhibition, % at 9.99 µM | 0.24% of 350,000 active | AID 652162; in the data active = inhibition above about 10%
CCHFV vOTU inh – CCHFV vOTU protease inhibition; Pep-AMC fluorescence; inhibition, % at 11.5 µM; 0.55% of 370,000 active; AID 651958; in the data active = inhibition above about 30%; note: 0% = vehicle wells with enzyme and 100% = no enzyme wells
Anthrax LF prot – inhibitors of Bacillus anthracis lethal factor protease. AID 588501. multiplex microsphere protease cleavage assay, LF. P15917. inhibition, % at 10 µM. 0.12% of 360,000 active; note: plate controls were buffer without enzyme for full effect and enzyme alone for no effect
Target sequence (P15917 whole entry, looked up): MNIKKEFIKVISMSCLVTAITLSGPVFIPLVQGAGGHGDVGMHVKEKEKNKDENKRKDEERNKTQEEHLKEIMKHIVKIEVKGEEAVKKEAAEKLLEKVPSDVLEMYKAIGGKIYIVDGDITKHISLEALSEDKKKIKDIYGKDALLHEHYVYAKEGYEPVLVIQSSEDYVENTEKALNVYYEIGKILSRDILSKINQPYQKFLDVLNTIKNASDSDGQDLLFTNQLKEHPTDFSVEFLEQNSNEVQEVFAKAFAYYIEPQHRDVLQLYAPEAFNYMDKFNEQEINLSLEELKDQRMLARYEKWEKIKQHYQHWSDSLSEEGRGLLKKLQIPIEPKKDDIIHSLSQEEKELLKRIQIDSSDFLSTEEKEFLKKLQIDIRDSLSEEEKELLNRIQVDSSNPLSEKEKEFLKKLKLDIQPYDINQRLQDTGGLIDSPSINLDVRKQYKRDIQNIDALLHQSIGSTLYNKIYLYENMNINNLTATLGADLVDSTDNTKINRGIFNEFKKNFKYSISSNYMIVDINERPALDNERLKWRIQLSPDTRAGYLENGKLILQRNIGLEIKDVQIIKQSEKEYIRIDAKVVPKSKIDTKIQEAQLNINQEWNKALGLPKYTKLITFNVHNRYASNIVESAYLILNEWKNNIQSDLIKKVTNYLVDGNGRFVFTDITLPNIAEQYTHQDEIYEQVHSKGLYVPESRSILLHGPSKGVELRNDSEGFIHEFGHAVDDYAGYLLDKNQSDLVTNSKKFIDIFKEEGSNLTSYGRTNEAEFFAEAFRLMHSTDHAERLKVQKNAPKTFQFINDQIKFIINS
BoNT-F LC inh – blocks Botulinum neurotoxin F light chain protease. Multiplex microsphere protease cleavage assay, flow cytometry. inhibition, % at 10 µM. 0.22% of 360,000 active. AID 588497; in the data active = inhibition above about 35%, passing the limit was not always enough; inconclusive = no clear call, values can overlap the other calls; note: plate controls were buffer without enzyme for full effect and enzyme alone for no effect
PrPC surface inh – inhibitors of human cell surface prion protein PrPC; AID 720596; inhibition, % at 13.8 µM; TR-FRET read-out; P04156; 0.43% of 370,000 active; in the data active = inhibition above about 24%; note: 0% = median of the test wells and 100% = reference compound wells
BoNT A protease – blocks Botulinum neurotoxin A light chain protease | multiplex microsphere protease substrate cleavage, flow cytometry | inhibition, % at 10 µM | 0.17% of 360,000 active; note: plate controls were buffer without enzyme for full effect and enzyme alone for no effect
PfHsp40 rescue – restores yeast growth despite PfHsp40 toxicity | growth rescue, % at 12.5 µM | AID 504582 | S. cerevisiae expressing PfHsp40, growth rescue, ATP luminescence | 0.68% of 340,000 active; in the data active = growth rescue above about 28%, passing the limit was not always enough; inconclusive = no clear call, values can overlap the other calls;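 note: yeast W303a lacking pdr1 and pdr3 grown in galactose medium; growth measured after three days at 30 °C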
Y pestis TopoI – blocks Yersinia pestis topoisomerase I activity; Y. pestis Topo-I cleavage product accumulation, plate reader; 0.064% of 360,000 active; activity, % at 10 µM; in the data active = activity above about 50%, passing the limit was not always enough; inconclusive = no clear call, values can overlap the other calls; note: inactives centre near 2
Starred values were filed as active, the others as inactive; ? = inconclusive; / = not tested or not shown. Cut-off read from the data, not from the text of the source, unless noted: active = inhibition above about 30%; inconclusive = no clear call, values can overlap the other calls; inactive = below that.

SMILES	FadD28 binding	TcdB GH inh	CCHFV vOTU inh	Anthrax LF prot	BoNT-F LC inh	PrPC surface inh	BoNT A protease	PfHsp40 rescue	Y pestis TopoI
Cc1cccc(N2C(=O)CC(SC(=Nc3ccccc3)Nc3ccccc3)C2=O)c1 (configuration not stated)	-2.1	/	20	3	5	-10	-0.6	0.7	9
COCCCNC(=O)c1oc2ccc(S(=O)(=O)N(C)C3CCCCC3)cc2c1C	-6.0	/	3	-2	0	0	0.5	24	19
O=S1(=O)CC(O)C(Nc2ccc(Cl)cc2)C1 (configuration not stated)	0.5	/	12	-1	-1	6	0.6	-0.7	-1
CC(C)c1ccc(C(c2c(O)c3ccccc3oc2=O)c2c(O)c3ccccc3oc2=O)cc1	-11	-3.6	37*	3	2	8	-0.3	/	-12
CC(C)C(=O)Nc1ccc(C(=O)c2ccccc2)cc1	-3.6	/	5	0	0	9	-0.7	1.4	3
Cc1onc(-c2c(Cl)cccc2Cl)c1C(=O)N1CCc2ccccc21	-1.2	/	-5	-2	2	1	-0.1	0.1	8
N#CCCN(Cc1cccnc1)C(=S)NC(=O)c1ccco1	-1.4	0.5	0	-3	3	-3	0.2	-0.4	1
Cc1ccc(C(C#N)c2ccc(Cl)nn2)cc1 (configuration not stated)	1.6	1.0	-6	-9	-4	9	0.6	1.9	2
CCc1ccc(OCC(O)CN2CCCC2)cc1 (configuration not stated)	-1.5	0.4	7	-12	-77	6	-11	0.1	4
CCCOc1ccc(C2C(C(=O)/C=C/c3ccco3)=C(O)C(=O)N2CCN2CCOCC2)cc1OC (configuration not stated)	1.4	-0.4	-7	-1	4	-9	1.5	-1.7	0
N#CCCn1cc(/C=N/NC(=O)c2ccncc2)c(-c2ccccc2)n1	-3.1	/	2	-3	0	2	-0.7	-1.0	-7
O=C1c2sc3nc4c(c(=O)n3c2C(=O)N1c1ccccc1)CCC4	-2.9	/	14	-5	-16	2	0.8	-0.4	10
COc1ccc(NC(=O)n2ncc3c(C)cccc32)cc1OC	-1.4	-10	9	0	-31	5	-0.7	2.0	15
COc1ccc(-c2nc(CSCC(=O)NC3CCN(Cc4ccccc4)CC3)c(C)o2)cc1OC	0.3	0.1	-6	-2	-5	-4	-1.7	-0.3	24
CC(C)(C)c1ccc(C(=O)Nc2ccc(O)c3c(=O)cc(-c4cccc(Cl)c4)oc23)cc1	-0.7	0.4	10	-7	7	-3	0.3	-0.4	-2
Cc1cc(C)c(NS(=O)(=O)c2c(C)noc2C)c(C)c1	-1.4	2.3	7	-2	2	-1	0.5	1.5	4
CCC(=O)c1c[nH]c(C(=O)NCC2CCCO2)c1 (configuration not stated)	-2.2	/	-1	-4	-2	2	-0.5	-0.8	-1
COc1ccc(S(=O)(=O)N(C)[C@H]2C[C@H]3c4cc(N5CCN(C)CC5)ccc4CCN3C(=O)[C@H]2[C@H](C)O)cc1	1.0	2.4	-1	-10	-4	-1	-0.2	/	21
Cc1ccc(S(=O)(=O)NC(=O)C2(C)CCN2C(=O)c2ccccc2CCc2ccccc2)nc1 (configuration not stated)	-2.8	-3.4	4	-3	7	4	0.2	/	3
N#Cc1c(Sc2ncc(C(F)(F)F)cc2Cl)nsc1C/C=N\OCc1c(F)cccc1Cl	1.2	/	-5	-7	-10	-1	-0.4	0.5	-7
Cc1ccc(-n2cc(C(=O)c3ccc(N4CCN(C)CC4)cc3)nn2)cc1Cl	-4.3	1.3	8	-7	-3	-5	-0.6	-0.1	0
COCCNC(=O)c1c(C)cc(C)cc1C	-1.4	1.3	1	-1	5	5	-0.4	-1.4	-8
Cc1ccc(S(=O)(=O)N2CCCC2C(=O)NCc2ccccc2Cl)cc1 (configuration not stated)	-1.1	1.5	-7	18	?	0	-0.1	1.3	-2
O=C(c1cn(CC(=O)N2CCCCC2)c2ccccc12)C1CC1	0.3	/	-5	11	1	0	0.1	-0.3	-10
CN(C)C(=O)Cn1c(SCC(=O)N2CCCc3ccccc32)nc2ccccc21	-0.3	1.8	-5	0	1	0	0.6	1.1	-1

Record cards (already shown). Order of values: FadD28 binding	TcdB GH inh	CCHFV vOTU inh	Anthrax LF prot	BoNT-F LC inh	PrPC surface inh	BoNT A protease	PfHsp40 rescue	Y pestis TopoI
COCCCNC(=O)c1oc2ccc(S(=O)(=O)N(C)C3CCCCC3)cc2c1C in the list: -6.0	/	3	-2	0	0	0.5	24	19
Cc1ccc(C(C#N)c2ccc(Cl)nn2)cc1 (configuration not stated) in the list: 1.6	1.0	-6	-9	-4	9	0.6	1.9	2

Of the compounds above, these have a Cl atom.
SMILES	FadD28 binding	TcdB GH inh	CCHFV vOTU inh	Anthrax LF prot	BoNT-F LC inh	PrPC surface inh	BoNT A protease	PfHsp40 rescue	Y pestis TopoI
O=S1(=O)CC(O)C(Nc2ccc(Cl)cc2)C1 (configuration not stated)	0.5	/	12	-1	-1	6	0.6	-0.7	-1
Cc1onc(-c2c(Cl)cccc2Cl)c1C(=O)N1CCc2ccccc21	-1.2	/	-5	-2	2	1	-0.1	0.1	8
Cc1ccc(C(C#N)c2ccc(Cl)nn2)cc1 (configuration not stated)	1.6	1.0	-6	-9	-4	9	0.6	1.9	2
CC(C)(C)c1ccc(C(=O)Nc2ccc(O)c3c(=O)cc(-c4cccc(Cl)c4)oc23)cc1	-0.7	0.4	10	-7	7	-3	0.3	-0.4	-2
N#Cc1c(Sc2ncc(C(F)(F)F)cc2Cl)nsc1C/C=N\OCc1c(F)cccc1Cl	1.2	/	-5	-7	-10	-1	-0.4	0.5	-7
Cc1ccc(-n2cc(C(=O)c3ccc(N4CCN(C)CC4)cc3)nn2)cc1Cl	-4.3	1.3	8	-7	-3	-5	-0.6	-0.1	0
Cc1ccc(S(=O)(=O)N2CCCC2C(=O)NCc2ccccc2Cl)cc1 (configuration not stated)	-1.1	1.5	-7	18	?	0	-0.1	1.3	-2

(continued)
SMILES	FadD28 binding	TcdB GH inh	CCHFV vOTU inh	Anthrax LF prot	BoNT-F LC inh	PrPC surface inh	BoNT A protease	PfHsp40 rescue	Y pestis TopoI
CNC(=S)NNC(=O)c1ccccc1Br	-1.5	2.1	-6	-1	1	0	-0.2	-1.2	-2
Cc1cccc(N=C2NN=C(c3ccccc3F)CS2)c1C	-2.7	1.2	23	-8	-12	5	0.5	1.3	10
CCSC1=C(C#N)C(c2ccccc2C)CC(=O)N1 (configuration not stated)	-1.5	-8.8	-11	-1	4	10	0.6	-0.2	-7
O=C(Nc1cccc(C(F)(F)F)c1)Oc1ccccc1N1CCOCC1	-2.3	0.3	-1	4	10	-6	0.2	-0.5	8
N#CN(CC(N)=O)c1nc(N2CCCCC2)nc(N2CCCCC2)n1	-6.0	/	19	2	2	0	1.3	-0.1	-7
Oc1cc(-c2ccc(N3CCCCC3)nc2)cc2cccnc12	-0.2	/	/	-13	-16	/	0.0	0.3	-8
CC(C)CCCNc1nc(N2CCOCC2)nc(N2CCOCC2)n1	-1.1	1.0	-4	-12	-4	-6	-1.4	-0.1	12
Clc1ccc(Cn2cnc3ccccc32)cc1	-4.7	0.7	-4	1	-2	3	-1.0	2.4	7
CC(=O)Nc1ccc(Oc2cncc(Cl)c2)nc1	-2.9	1.4	0	-2	-4	2	0.0	0.5	6
NNc1nc2c(Cl)ccc(Cl)c2s1	-8.6	0.6	-5	0	-9	-3	0.1	1.2	-17
Cc1ccccc1CN1CCC(N2CCC(C(=O)NCC3CCCO3)CC2)CC1 (configuration not stated)	2.1	0.1	-1	1	17	-7	-2.0	-1.2	3
CN(c1ccccc1)S(=O)(=O)c1nnc(NC(=O)COc2ccccc2F)s1	2.7	1.1	14	-2	5	-8	1.2	-0.1	4
C/C(=C\C(=O)c1ccccc1)Nc1ccc2c(c1)OCO2	-0.2	-1.1	8	-2	-14	-5	-1.4	-0.3	-3
O=C(N/C(=C/c1ccc([N+](=O)[O-])cc1)C(=O)N1CCCC1)c1ccccc1	-0.2	0.2	13	-7	5	-18	-1.8	-1.3	6
Cc1cc(C)c(NC(=S)N(C)C)c(C)c1	-1.6	0.3	6	-4	2	8	-0.6	-0.8	-13
O=C(O)C1=CC[C@@H](c2ccc(Cl)cc2)N(S(=O)(=O)c2ccc(Cl)cc2)[C@H]1c1cccc(Cl)c1	-8.1	-0.5	12	3	7	-2	0.3	9.6	-4
O=C(O)C1C2C=CC3(O2)C1C(=O)N1c2ccccc2C2OCCC2C13 (configuration not stated)	0.6	/	-16	3	4	0	-0.1	-1.1	-4
CC12CCC(C(=O)C1)C1(C)CCCC(=O)C21 (configuration not stated)	0.1	-1.2	-2	-4	6	3	0.6	-0.4	-2
N#Cc1cc(C(=O)c2cc(F)ccc2O)cn(-c2nccs2)c1=O	2.8	/	8	4	0	3	2.1	0.2	-11
COc1ccc(C(=O)c2c(C)c(CCC#N)n3ccccc23)c(OC)c1	-2.4	0.6	-4	-8	7	-7	0.8	-1.0	-13
O=C(COC(=O)c1ccc(Br)o1)Nc1nc2c(F)c(F)c(F)cc2s1	-1.4	0.4	5	2	-1	18	0.1	2.5	39
O=C(CSc1nnc(C2CC2)n1CC1CCCO1)Nc1cccc(Cl)c1 (configuration not stated)	-0.5	0.0	19	3	6	2	-1.6	0.9	7

3 entries already listed, arranged by number of heavy atoms, high to low.
SMILES	FadD28 binding	TcdB GH inh	CCHFV vOTU inh	Anthrax LF prot	BoNT-F LC inh	PrPC surface inh	BoNT A protease	PfHsp40 rescue	Y pestis TopoI
O=C(O)C1C2C=CC3(O2)C1C(=O)N1c2ccccc2C2OCCC2C13 (configuration not stated)	0.6	/	-16	3	4	0	-0.1	-1.1	-4
Cc1cc(C)c(NS(=O)(=O)c2c(C)noc2C)c(C)c1	-1.4	2.3	7	-2	2	-1	0.5	1.5	4
NNc1nc2c(Cl)ccc(Cl)c2s1	-8.6	0.6	-5	0	-9	-3	0.1	1.2	-17

Compound activity deposited in PubChem BioAssay by several laboratories.
